GPR151 ag: activators of human GPR151. 650,000 compounds, 1% hits. PathHunter beta-arrestin GPR151 cells, luminescence. AID 1508602. Q8TDV0. activation, % at 11.2 µM; in the data active means activation above about 4.9%;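 further: 0% = median of compound wells and 100% = cells with positive control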
Target sequence (Q8TDV0 whole entry, looked up): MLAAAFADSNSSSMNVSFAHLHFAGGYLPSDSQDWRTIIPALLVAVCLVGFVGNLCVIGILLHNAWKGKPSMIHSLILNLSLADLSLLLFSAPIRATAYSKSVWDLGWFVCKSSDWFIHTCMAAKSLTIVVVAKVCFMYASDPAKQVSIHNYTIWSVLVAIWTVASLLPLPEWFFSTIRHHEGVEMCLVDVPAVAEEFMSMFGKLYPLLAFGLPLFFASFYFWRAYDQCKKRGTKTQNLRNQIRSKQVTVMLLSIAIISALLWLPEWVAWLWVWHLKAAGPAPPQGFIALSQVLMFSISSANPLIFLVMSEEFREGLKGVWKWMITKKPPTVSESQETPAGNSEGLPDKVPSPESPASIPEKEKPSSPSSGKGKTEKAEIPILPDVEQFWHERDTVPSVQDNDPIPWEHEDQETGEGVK
MITF primary: human MITF inhibition, primary screen; O75030; AlphaScreen MITF homodimerization, bead proximity signal; inhibition, % at 2.6 µM; 650,000 compounds, 0.91% hits; in the data active means inhibition above about 50%;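 further: 0% = vehicle wells with protein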
Target sequence (O75030 whole entry, looked up): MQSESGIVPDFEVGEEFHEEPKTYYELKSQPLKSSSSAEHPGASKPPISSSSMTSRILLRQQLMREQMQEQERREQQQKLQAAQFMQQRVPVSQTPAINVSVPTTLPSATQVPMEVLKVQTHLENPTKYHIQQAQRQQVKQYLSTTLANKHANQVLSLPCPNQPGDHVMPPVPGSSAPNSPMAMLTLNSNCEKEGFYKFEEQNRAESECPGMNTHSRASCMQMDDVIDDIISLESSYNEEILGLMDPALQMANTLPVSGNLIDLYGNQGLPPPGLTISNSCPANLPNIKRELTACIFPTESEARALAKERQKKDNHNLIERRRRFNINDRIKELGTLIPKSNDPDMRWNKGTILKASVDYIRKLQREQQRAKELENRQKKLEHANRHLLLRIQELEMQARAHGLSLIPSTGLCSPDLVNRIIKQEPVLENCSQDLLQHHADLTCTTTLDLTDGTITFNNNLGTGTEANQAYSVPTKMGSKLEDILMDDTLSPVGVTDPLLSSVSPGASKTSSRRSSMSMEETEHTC
TEAD-YAP inh: TEAD-YAP interaction inhibition. HEK-TIYL cells, TEAD-Gal4/YAP UAS-luciferase luminescence. inhibition, % at 9.12 µM. 640,000 compounds, 1.4% hits; in the data active means inhibition above about 32%;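 further: 0% = median of test compound wells and 100% = reference inhibitor wells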
FBW7 activator: activators of human E3 ligase FBW7; Q969H0; AlphaScreen FBW7–phospho-cyclin E peptide binding, activator screen; normalized activity (activation), % at 26.1 µM; 650,000 compounds, 0.13% hits; AID 1259310; in the data active means normalized activity above about 1.9%;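 further: purified mutant Fbw7 with reduced substrate affinity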
* marks the source's active call; other numbers are inactive results.

#	molecule	GPR151 ag	MITF primary
1	COc1cccc(NC(=O)c2cccc(-n3cc(NC(=O)Cc4cccc(C)c4)cn3)c2)c1	0.8	-18
2	O=C(Cn1cnc2c(cnn2-c2ccc(Cl)cc2)c1=O)N1CCOCC1	-2.4	10
3	Cc1cc(=O)n2nc(NC(C)C(=O)NCc3ccc4c(c3)OCO4)sc2n1 (stereo not drawn)	-1.2	5
4	NC(=O)c1cccc(-c2cnc3ccc(NCc4ccco4)nn23)c1	1.5	-12
5	O=C(Cc1c[nH]c2ccccc12)NCC1Cc2cccc(-c3ccccn3)c2O1 (stereo not drawn)	-0.7	12
6	CCCC(c1nnnn1CS(=O)(=O)c1ccc(C)cc1)N1CCN(C)CC1 (stereo not drawn)	-0.6	3
7	Cc1ccccc1NC(=O)C(C)n1ncn2cccc2c1=O (stereo not drawn)	0.7	12
8	N#C/C(=C/c1ccc(O)cc1)c1ccc(C#N)cc1	-2.6	-7
9	O=C(Nc1nn2c(-c3cccs3)nnc2s1)c1ccc(F)cc1	4.0	-7
10	COCC(=O)N(CCc1ccccc1)Cc1nc2sc3c(c2c(=O)[nH]1)CCCC3	0.8	-2
11	Cc1ccc(CSc2ccc(C(=O)N3CCCCCC3)cc2[N+](=O)[O-])cc1	-1.7	-2
12	Cc1noc(C)c1-c1cccc(C(=O)NCCc2ccc(O)cc2)c1	2.9	8
13	O=C1CCCN1CCn1cnc2c(NCc3nc4ccccc4[nH]3)nc(N3CCN(Cc4ccc5c(c4)OCO5)CC3)nc21	0.0	-9
14	CC(C)Cc1nc(C(N)=O)c2[nH]c(=O)n(-c3ccccc3)c2n1	-0.6	4
15	O=C(Nc1cccc(-c2cn3cccnc3n2)c1)Nc1ccccc1F	-10.0	5

#	TEAD-YAP inh	FBW7 activator
1	4	0.0
2	8	0.1
3	-7	0.1
4	13	-0.9
5	-1	-0.1
6	8	0.4
7	-9	0.1
8	45*	-0.2
9	4	-0.1
10	-5	-0.1
11	3	0.1
12	7	0.0
13	9	0.0
14	-8	-0.1
15	2	0.1

Results in TEAD-YAP inh and FBW7 activator, for two of the compounds above:
cpd	Structure	TEAD-YAP inh	FBW7 activator
1	COc1cccc(NC(=O)c2cccc(-n3cc(NC(=O)Cc4cccc(C)c4)cn3)c2)c1	4	0.0
2	O=C(Cn1cnc2c(cnn2-c2ccc(Cl)cc2)c1=O)N1CCOCC1	8	0.1

Remaining list, next part.
#	molecule	GPR151 ag	MITF primary
16	O=C1c2ccncc2C(=O)N1c1ncc(S(=O)(=O)c2ccc([N+](=O)[O-])cc2)s1	-0.6	6
17	COc1ccc(CCNC(=O)c2cc(C3CC3)on2)cc1OC	2.3	8
18	COC(=O)C1CCN(C(=O)c2ccccc2[N+](=O)[O-])CC1	0.7	5
19	Nc1nonc1C(=O)OCC(=O)c1ccc(Cl)cc1	-0.7	-9
20	COc1ccc(Cl)cc1NC(=O)COc1cccc2c1OC(C)(C)C2	-0.4	14
21	C/C(=N\NC(=O)C(O)c1ccccc1)c1cccc(Br)c1 (stereo not drawn)	0.3	-14
22	CC(C)N1CC=C2C(C#N)=C(N)C(C#N)(C#N)C(c3cccc(Br)c3)C2C1 (stereo not drawn)	-0.6	7
23	CC(C)CC(=O)Nc1ccnn1C1CCN(C2CSCCSC2)CC1	1.1	7
24	Cc1ccc(S(=O)(=O)N2CCN(C(=S)c3ccc(N(C)C)cc3)CC2)cc1	0.0	15
25	O=C(CNC1CCCCC1)N1c2ccccc2CCc2ccccc21	0.3	9
26	CC(=O)c1ccc(NC(=O)Nc2cnn(Cc3cccc4ccccc34)c2)cc1	-1.0	-2
27	CCCNC(=O)c1ccnc(Cl)c1	2.4	-4
28	Cc1ccc(NC(=O)COc2ccc(Cl)cc2Cl)cc1	0.6	8
29	O=C(NC1CCCCC1NC(=O)c1ccc(F)cc1)c1ccc(F)cc1 (stereo not drawn)	-0.5	-5
30	COc1ccc(C2OC(=O)C(C)=C(OC(=O)c3ccccc3)C2(C)C)cc1OC (stereo not drawn)	-0.8	6

#	TEAD-YAP inh	FBW7 activator
16	8	-0.2
17	5	0.0
18	6	0.0
19	-2	-0.1
20	-1	0.9
21	3	0.3
22	7	0.0
23	-5	-0.1
24	17	-0.9
25	-17	0.6
26	-2	-0.1
27	10	0.1
28	-68	0.7
29	-2	-0.1
30	4	0.4

Laid out differently: two of the compounds above.
(21) C/C(=N\NC(=O)C(O)c1ccccc1)c1cccc(Br)c1 (stereo not drawn)
(25) O=C(CNC1CCCCC1)N1c2ccccc2CCc2ccccc21
entry no.	21	25
GPR151 ag	0.3	0.3
MITF primary	-14	9
TEAD-YAP inh	3	-17
FBW7 activator	0.3	0.6

(cont.)
#	molecule	GPR151 ag	MITF primary
31	Cc1cccc(NC(=O)Cc2coc3ccc(C)cc23)c1	0.9	4
32	CCCn1c2c(c(=O)n(C)c1=O)C(c1cccc(OC)c1OC)C1=C(COC1=O)N2 (stereo not drawn)	-0.7	15
33	CN(C)CCCN(C(=O)c1ccc2ncsc2c1)c1nc2ccccc2s1	-1.6	3
34	CCC(CC)NCc1cc(Br)c(OC)cc1OC	0.5	40
35	Cc1ccnc2nc(C(=O)NC3=NCCS3)nn12	1.1	1
36	O=C(Oc1ccc(S(=O)(=O)c2ccc(OC(=O)c3cccnc3)cc2)cc1)c1cccnc1	-0.4	7
37	Cc1ccc(-n2nc3c(c2NC(=O)C2CCCC2)CS(=O)(=O)C3)cc1	1.3	16
38	Cc1c(O)ccc2c(CN(C)CCO)cc(=O)oc12	-1.1	13
39	COC(=O)C1=C(C)NC(C)=C(C(=O)O[C@@H]2CCCN(Cc3ccccc3)C2)[C@@H]1c1cccc([N+](=O)[O-])c1	0.8	-1
40	O=C(NCCCc1ccncc1)C1CC12CCN(Cc1cccc(-c3ccco3)c1)CC2 (stereo not drawn)	0.8	15
41	COc1cc2nc(CN3CCCC(COc4ccccc4C)C3)nc(N)c2cc1OC (stereo not drawn)	0.4	-12
42	Cc1ccccc1CNC(=O)c1ccccc1NS(C)(=O)=O	0.9	5
43	CC(/C=C/c1c[nH]c2ccccc12)=C\C(=O)O	-1.1	13
44	COc1ccc(NC(=O)c2ccc(OC(=O)c3ccc([N+](=O)[O-])cc3)cc2)cc1	-0.3	-10
45	COc1ccc(CNc2nc(-c3cccc(C)c3)nc3cc(OC)c(OC)cc23)cc1	1.4	7

#	TEAD-YAP inh	FBW7 activator
31	2	0.2
32	0	0.1
33	-18	0.0
34	5	-0.2
35	-8	-0.1
36	0	0.0
37	-7	0.0
38	8	0.1
39	-9	-0.2
40	12	-0.1
41	-4	0.1
42	3	0.1
43	2	-0.1
44	-21	0.2
45	1	0.0

Further records:
#	molecule	GPR151 ag	MITF primary
46	COc1cc(C(=O)Nc2ccc(O)cc2)c2ccccc2n1	-1.0	10
47	Cc1cnc(-c2ccc(C(N)=O)cc2)nc1N	-0.7	10
48	N=C1S/C(=C\c2ccc(-c3ccc(Cl)c(C(F)(F)F)c3)o2)C(=O)N1c1nccs1	0.2	16
49	CCC(C)(NC(=O)Cc1cccs1)C(=O)NC1CCCCC1 (stereo not drawn)	-0.9	5
50	CC1=NN(Cc2ccccc2)C(=O)/C1=C/c1ccc(N(C)C)cc1	0.1	-7
51	CCOC(=O)C1=C(C)N=c2s/c(=C\c3ccccc3)c(=O)n2C1c1ccc(OC)cc1OC (stereo not drawn)	0.8	-15
52	O=C(Nc1ccc2oc(-c3cccc4ccccc34)nc2c1)c1ccc([N+](=O)[O-])o1	1.7	10
53	Cc1ccccc1OCC(=O)Nc1ncccn1	-1.0	-3
54	Cc1nc2nc(SCC(=O)NC(C)(C)C)nn2c(C)c1Cc1ccc(F)cc1Cl	-0.2	-5
55	O=C(N1CCOCC1)N1c2ccccc2CCc2ccccc21	0.0	2
56	COc1cccc(NC(=O)CSc2nc3ccccc3c(=O)n2CC2CCCO2)c1 (stereo not drawn)	1.5	14
57	O=C(NC1CCCC1)C(c1ccccn1)N(Cc1ccc(F)cc1)C(=O)c1csnn1 (stereo not drawn)	0.1	-9
58	CCCCn1c(=NC(=O)c2ccccc2)c(C(=O)OCC)cc2c(=O)n3ccccc3nc21	-1.1	-9
59	CCOc1ccc(NC(=O)Cn2cc(C(=O)c3ccccc3)c(=O)c3cc(Cl)ccc32)cc1	-0.9	6
60	O=C(CC1CCCC1)Nc1cccc(N2CCC(NCCc3cn4ccccc4n3)CC2)c1	-0.3	-1

#	TEAD-YAP inh	FBW7 activator
46	12	0.2
47	-4	0.0
48	-1	0.1
49	-3	0.7
50	0	-0.1
51	-4	-0.1
52	14	0.0
53	-10	-0.1
54	2	-0.2
55	5	0.0
56	3	0.0
57	9	1.2
58	7	0.1
59	3	2.7*
60	10	-0.1

Other records.
#	molecule	GPR151 ag	MITF primary
61	O=C(Nc1nc2c(cc3c4c(cccc42)CC3)s1)c1ccc(S(=O)(=O)N2CCCc3ccccc32)cc1	-0.1	8
62	Cc1ccc(C(O)CCC(=O)Nc2cccc3ccccc23)cc1 (stereo not drawn)	0.1	-22
63	O=C(Cc1ccccc1)NC1CCN(C(=O)NCc2ccccc2)CC1	-0.3	-1
64	O=c1[nH]c2ccc(S(=O)(=O)Nc3ccc(-c4nnc5n4CCCCC5)cc3)cc2o1	-1.6	-3
65	NC(=O)C1CCN(C(=O)CN2C(=O)/C(=C\c3cccc(F)c3)Oc3ccccc32)CC1	-0.1	7
66	CC1(C)C2([N+](=O)[O-])CN3CC1([N+](=O)[O-])CN(C2)C31CCCC1	-0.6	22
67	COc1cc(/C=C2\SC(=O)N(c3ccccc3)C2=O)ccc1O	0.1	16
68	O/N=C(\Cc1ccc2ccccc2n1)c1ccccc1	-0.1	0
69	O=C(Nc1ccc(F)cc1)c1cc(N2CCOCC2)nc2ccccc12	0.9	1
70	Cc1ccc(-n2nc3c(c2NC(=O)c2cc(Br)ccc2Cl)CSC3)c(C)c1	-0.2	9
71	Oc1ccc(Cl)cc1C1CC(c2ccc3c(c2)OCO3)=NC(c2ccc(Cl)cc2Cl)N1 (stereo not drawn)	-1.0	18
72	COc1ccc(CNC(=O)CSc2nc3ccc(OC)cc3[nH]2)cc1	2.1	5
73	C=CCn1c(=O)c2ccccc2c2ccccc2c1=O	0.3	7
74	Cc1ccc(SCC(=O)Nc2nc3ccc(S(N)(=O)=O)cc3s2)cc1	2.4	-6
75	CN(C)CCCN(C(=O)c1ccc(C(=O)c2ccccc2)cc1)c1nc2ccccc2s1	0.4	32

#	TEAD-YAP inh	FBW7 activator
61	0	1.0
62	-7	-0.1
63	-4	-0.1
64	-1	0.0
65	11	0.1
66	-1	0.0
67	-46	-0.1
68	-54	-0.1
69	-52	-0.1
70	4	1.0
71	-15	0.0
72	-3	0.2
73	6	0.1
74	0	-0.1
75	-10	-0.1

Going on with the list.
#	molecule	GPR151 ag	MITF primary
76	CCOc1ccc(N(Cc2nnc3n2CCCCC3)C(=O)Nc2cccc(OC)c2)cc1	0.1	-5
77	CC1=CC(C)(C)N(S(=O)(=O)c2ccc(Cl)cc2)c2ccccc21	0.2	1
78	COc1ccc(C(=O)COC(=O)C23CC4CC(CC(C4)C2)C3)cc1	-1.3	-3
79	CCCN(CCC)CCCNC(=O)CCCNC(=O)Cn1cnc2sc3c(c2c1=O)CCCC3	-1.2	9
80	COc1ccc(N(C)NC(=O)Cc2ccccc2)cc1	-0.4	16
81	CN(C)c1ccc(-c2nc3ccc(C(=O)O)cc3s2)cc1	-8.5	-2
82	CC12COc3ccccc3C1c1sc(=O)[nH]c1SC2 (stereo not drawn)	-0.7	-5
83	C=CCN(c1ccccc1)S(=O)(=O)c1ccc2[nH]cc(C(=O)N3CCC(C)CC3)c(=O)c2c1	-0.5	17
84	COc1cc2cc(C)c(SCC(=O)OC(C)C)nc2cc1OC	-0.6	1
85	Cc1cccc(-c2nnn(CC(=O)OCC(=O)c3ccccc3)n2)c1	-0.5	-10
86	O=C(NCC(c1ccco1)S(=O)(=O)c1ccccc1)c1cccs1 (stereo not drawn)	-2.2	4

#	TEAD-YAP inh	FBW7 activator
76	-4	-0.1
77	55*	-0.2
78	-1	0.0
79	4	-0.1
80	1	0.0
81	96*	0.0
82	-11	0.1
83	20	0.2
84	8	0.0
85	5	0.0
86	-1	0.1

Copied from the list:
Under TEAD-YAP inh, cpd 78 is listed with -1
Under GPR151 ag, cpd 77 is listed with 0.2

Compound activity: PubChem BioAssay, The Scripps Research Institute Molecular Screening Center
